RXFP1 ag – RXFP1 (human) receptor agonism | Q9HBX9 | HEK293T-RXFP1 cAMP TR-FRET, 30 min; response scale: percent of porcine relaxin response, buffer zero | Potency, µM (top dose mostly 57.5 µM), without a hit: at the top dose activation, actives largely listed as activators | 370,000 tested, 0.3% active; note: potency is the fitted concentration of half-maximal effect; % is set by controls: 0 for no effect and ±100 for the full control effect; nearly all actives have a fitted effect of over 60% in size; many of its hits are not listed in these tables
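HEK293T cells stably expressing RXFP1 were pretreated with the PDE4 inhibitor Ro 20174, exposed to compounds for 30 min at 37C, lysed, and cAMP was read by TR-FRET. Data normalized to buffer (basal) and 29 nM porcine relaxin (100%).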
LDHA block – inhibitors of human lactate dehydrogenase A. purified LDHA, NADH/diaphorase-resazurin fluorescence; stronger effect = lower value. 480,000 tested, 0.15% active. AID 1347041. activity change, % (values are at about 110 or 230 µM); in the data active = activity change below about -30%; inconclusive = mostly about -25% to -30%;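 note: plate controls were DMSO wells for no effect and wells without enzyme for full effect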
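LDH5 2 nM; NADH 0.06 mM, pyruvate 0.2 mM; 200 mM Tris pH 7.4, EDTA, Tween-20; 5 min RT. Detection: diaphorase 0.133 mg/mL + resazurin 37 µM, fluorescence ex540/em590 at 0 and 20 min; normalized to enzyme-free and DMSO wells.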
Vif-APOBEC3G blk – Vif-A3G binding inhibition | Q9HC16 | HeLa A3G-eYFP + Vif (tagged APOBEC3G with the HIV-1 protein that degrades it), YFP fluorescence, overnight | Potency, µM (series often up to 46.1 µM), for inactives: at the top dose activity, negative = active, actives largely listed as inhibitors | 410,000 tested, 0.076% active;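 note: potency is the fitted concentration of half-maximal effect; % is set by controls: 0 for no effect and ±100 for the full control effect; nearly all actives have a fitted effect of over 60% in size; hits raise eYFP signal because A3G escapes Vif-driven loss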
Target sequence (Q9HC16 whole entry, looked up): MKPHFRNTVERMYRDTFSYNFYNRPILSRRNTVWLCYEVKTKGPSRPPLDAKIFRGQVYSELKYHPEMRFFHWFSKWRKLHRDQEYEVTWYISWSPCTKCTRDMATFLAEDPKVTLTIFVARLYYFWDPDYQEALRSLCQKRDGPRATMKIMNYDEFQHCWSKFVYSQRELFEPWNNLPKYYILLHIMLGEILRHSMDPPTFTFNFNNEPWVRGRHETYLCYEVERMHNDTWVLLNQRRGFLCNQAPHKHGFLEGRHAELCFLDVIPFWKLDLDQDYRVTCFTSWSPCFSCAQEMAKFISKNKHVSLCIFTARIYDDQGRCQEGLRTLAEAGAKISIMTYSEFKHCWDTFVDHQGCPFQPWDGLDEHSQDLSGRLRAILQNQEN
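HeLa cells stably expressing Vif and C-terminally eYFP-tagged A3G, seeded overnight at 37 deg C, then exposed to compound by pintool overnight at 37 deg C. Rise in yellow fluorescence (Ex 488/Em 500-530, Acumen) marks blocked Vif-driven A3G degradation.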
D1 PAM – human D1 dopamine receptor positive modulation. P21728. HEK293 TREx D1 cells, calcium flux, dopamine EC20 potentiation. potentiation, % at 10 µM. 360,000 tested, 0.036% active; in the data active = potentiation above about 30%; note: 0% is about no effect
D2 potentiator – D2 dopamine receptor (human) potentiation; 340,000 tested, 0.34% active; HEK293 T-REx D2, calcium flux, EC20 dopamine potentiation; P14416; potentiation, % at 10 µM;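 active = potentiation over 3 SD above the plate norm, cut at about 30% in these data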; note: 0% is about no effect
Target sequence (P14416 whole entry, looked up): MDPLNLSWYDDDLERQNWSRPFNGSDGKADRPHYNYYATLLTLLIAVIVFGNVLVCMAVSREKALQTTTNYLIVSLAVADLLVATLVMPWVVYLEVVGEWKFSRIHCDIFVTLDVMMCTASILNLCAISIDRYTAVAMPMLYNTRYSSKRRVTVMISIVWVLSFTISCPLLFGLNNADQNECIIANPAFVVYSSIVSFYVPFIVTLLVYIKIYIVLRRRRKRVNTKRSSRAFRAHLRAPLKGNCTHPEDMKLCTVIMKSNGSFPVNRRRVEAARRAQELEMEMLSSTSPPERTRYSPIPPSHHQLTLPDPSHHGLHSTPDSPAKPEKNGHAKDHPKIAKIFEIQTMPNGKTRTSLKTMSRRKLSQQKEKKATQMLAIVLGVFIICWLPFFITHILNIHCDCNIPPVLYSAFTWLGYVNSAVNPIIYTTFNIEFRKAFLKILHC
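Potentiation of an EC20 dopamine calcium response measured kinetically over 180 s, after a preceding 180 s compound-only read flagging agonists. Cells: inducible Hek293 Trex D2 line, 4000/well, cultured overnight at 30 C before dye loading.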
D1 ag – agonists of human D1 dopamine receptor; P21728; HEK293 T-REx D1 cells, calcium flux, agonist mode; activation, % at 2 µM; 360,000 tested, 1% active; AID 504660; in the data active = activation above about 30%; note: 0% is about no effect
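Tetracycline-induced HEK293 TREx D1 cells, force-coupled to calcium signalling, were dye-loaded with a no-wash calcium kit. Compound was pin-added after a 10 s baseline. Fluorescence was read kinetically at 1 cycle/s for 180 s, with calcium rises flagged as agonism.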
D1 antag – human D1 dopamine receptor antagonism | HEK293 TREx D1 cells, calcium flux, dopamine EC80; stronger effect = lower value | activity change, negative = inhibition, % at 10 µM | AID 504652 | 360,000 tested, 3.2% active | P21728; in the data active = activity change below about -30%; note: % is set by controls: 0 for no effect and ±100 for the full control effect
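Tetracycline-induced HEK293 T-REx cells with force-coupled D1 receptor were loaded with a no-wash calcium dye. Compound was added after a 10 s baseline and read kinetically for 180 s; EC80 dopamine was then added and calcium flux followed another 180 s.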
Vif-A3F inh – blocks the Vif interaction with APOBEC3F; HeLa A3F-eYFP + Vif (tagged APOBEC3F with the HIV-1 protein that degrades it), YFP fluorescence increase; Potency, µM (doses to about 46.1 µM), inactives show at the top dose activity, negative = active; 390,000 tested, 0.2% active; AID 602313; note: potency is the fitted concentration of half-maximal effect; % of control where 0% means no effect; nearly all actives have a fitted effect of over 65% in size
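Fluorescence increase (Ex 488/Em 500-530) after overnight compound treatment at 37 deg C flags inhibition of Vif-driven A3F-eYFP loss in stable HeLa A3F-eYFP/Vif cells seeded overnight beforehand.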
Glioma ERSR ind – induces the endoplasmic reticulum stress response in human glioma cells; U87-MG GRP78 promoter luciferase reporter, 16 h; Potency, µM, inactives show at the highest dose activation, actives largely listed as activators; 420,000 tested, 0.02% active; AID 602332; note: potency is the fitted concentration of half-maximal effect; series mostly up to about 76 µM; % of control where 0% means no effect; nearly all actives have a fitted effect of over 35% in size
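ERSR induction read as luciferase luminescence (Bright-Glo, 10 min at room temperature) in stably transfected human U87-MG glioma cells exposed to compounds for 16 h, using GRP78 as sensor.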
The depositor's hits bear a star; ? = inconclusive; · = not tested or not shown; & = joins results of further samples. Unless noted, calls come from the whole dose curve; as a rule, active = well fitted curve in the direction sought with a large enough effect; inconclusive = small, poorly fitted or top-dose-only effect, or another doubt; inactive = no such curve, though single readings can be large; an effect the other way counts as inactive or inconclusive. Not all compounds are listed (hit frequency here may not be typical).

The first 2 records, to show the layout:
SMILES	RXFP1 ag	LDHA block	Vif-APOBEC3G blk	D1 PAM	D2 potentiator	D1 ag	D1 antag	Vif-A3F inh	Glioma ERSR ind
C=CCN1C(=O)C(Cc2ccccc2Cl)SC1=Nc1ccc(C(=O)O)cc1 (centres undefined)	0.8%	-2	-3%	2	-5	5	10	-11%	-4%
CCN(C[C@H]1N[C@@](C)(C(=O)OC)[C@H]2C(=O)N(Cc3ccccc3)C(=O)[C@@H]12)C(=O)C1CCCCC1	·	0	2%	·	·	·	·	-5%	-5%

The list itself, from the start:
SMILES	RXFP1 ag	LDHA block	Vif-APOBEC3G blk	D1 PAM	D2 potentiator	D1 ag	D1 antag	Vif-A3F inh	Glioma ERSR ind
C=CCN1C(=O)C(Cc2ccccc2Cl)SC1=Nc1ccc(C(=O)O)cc1 (centres undefined)	0.8%	-2	-3%	2	-5	5	10	-11%	-4%
CCN(C[C@H]1N[C@@](C)(C(=O)OC)[C@H]2C(=O)N(Cc3ccccc3)C(=O)[C@@H]12)C(=O)C1CCCCC1	·	0	2%	·	·	·	·	-5%	-5%
N/C(=N\OC(=O)Cc1ccc(-c2ccccc2)cc1)c1ccncc1	-1.8%	-11	-6%	2	·	7	-6	-8%	-6%
COc1ccc(NC(=O)Nc2cccc3ccccc23)cc1OC	-1.8%	-16	2%	4	3	1	2	0%	-5%
O=C(c1csc2c1CCCC2)n1cccn1	·	0	1%	·	·	·	·	-15%	-3%
O=C1C(=O)N(CCN2CCOCC2)C(c2ccc(Cl)cc2)/C1=C(/O)c1ccc(S(=O)(=O)N2CCOCC2)cc1 (centres undefined)	0.5%	-1	2%	0	-3	7	-7	1%	-3%
O=C(NCc1ccc(Cl)cc1)C1CCC(=O)N(C2CCCCCC2)C1 (centres undefined)	-1.3%	-10	-8%	6	4	2	11	-16%	-1%
O=c1c2ccccc2nc(-c2ccc(Cl)c(Cl)c2)n1O	0.6%	3	-2%	6	-2	1	2	-7%	-3%
COc1ccc(N2Cc3cccc(C(=O)O)c3C2=O)cc1	0.6%	2&-4	-2%&1%	·	0	1	3	4%	-2%&1%
CC(=O)Nc1ccc(S(=O)(=O)N2CCN(CCC#N)CC2)cc1	1.6%	1	0%	-4	-6	0	0	1%	-3%
O=C(c1ccco1)N1CCC(c2nc3ccccc3[nH]2)CC1	1.1%	-5	1%	-5	-10	3	2	3%	0%
Cc1ccc2c(c1)N(CCC(=O)NC(C)C)C(=O)CO2	-0.4%	-2	2%	-2	9	-3	-9	-4%	2%
COc1ccc(CCn2c(-c3ccc(Cl)cc3)n[nH]c2=S)cc1OC	11%	-4	1%	1	3	3	6	-11%	-2%
CC(C)(C)c1ccc(S(=O)(=O)NCc2nc3cccnc3n2Cc2ccccc2Cl)cc1	0.9%	-2	0%	4	-8	2	20	0%	-1%
COc1ccc(C(=O)c2ccc(OC)c(OC)c2OC)cc1	·	-3	?	·	·	·	·	-4%	-5%
COc1ccc(-c2nc(CN3CCN(Cc4cccc(Cl)c4)CC3)c(C)o2)cc1	0.4%	0	3%	-14	5	1	-16	1%	1%
COc1ccc(-c2nnc(N(C)C(=O)c3ccco3)s2)cc1OC	14%	-4	1%	-12	·	0	15	10%	0%
COc1ccc(-c2nc3cc([N+](=O)[O-])ccc3o2)cc1	-1.5%	-3	-3%	0	10	2	1	-13%	?
C=COC(=O)c1sc2nc(C)cc(C)c2c1N	28%	5	2%	-4	-1	0	-6	15%	3%
CCOc1cc(C2NC(=S)NC(C)=C2C(=O)Nc2ccc(OC)cc2)ccc1O (centres undefined)	-1.1%	0	2%	-4	0	14	21	1%	-4%
O=C(CN1CC(=O)Nc2ccccc21)Nc1ccc(F)c(F)c1	-0.5%	-1	-10%	-15	29	1	-39*	16%	1%
Cc1cc(NC(=O)c2ccco2)no1	-1.6%	2	0%	-1	-8	1	17	-11%	3%
Cc1ccc(C(=O)Nc2c(C)n(C)n(-c3ccccc3)c2=O)cc1S(=O)(=O)N1CCOCC1	0.0%	-5	4%	1	·	1	19	-1%	-4%
Cn1nnc(C(O)CNCc2cccs2)n1 (centres undefined)	-0.8%	-1	0%	-6	9	3	-18	-11%	-2%
Cc1ccccc1NC(=O)C1c2cccc[n+]2CC(=O)N1Cc1ccc2c(c1)OCO2 (centres undefined)	-3.6%	0	-13%	6	3	0	20	1%	0%
CC(C)(C)NC(=O)C(c1ccc(Cl)cc1)N(CCO)C(=O)c1snc(C(N)=O)c1N (centres undefined)	3.0%	-5	-7%	-2	-5	0	-3	-9%	6%
O=S(=O)(NCCSc1ccccc1)c1cccs1	-0.4%	-12	0%	-5	1	1	-14	2%	10%
Cc1ccc(-c2cc(C(F)F)n3ncc(C(=O)N4CCN(c5ccccn5)CC4)c3n2)cc1	1.2%	-1	-2%	2	2	0	2	1%	-3%
NC(=O)C1CCN(C2=C(Cl)C(=O)c3ccccc3C2=O)CC1	9.2%	58	1%	-2	-4	4	1	-1%	-16%
Cc1cc(C(=O)Nc2ccncc2)c2ccccc2n1	0.3%	-2	-1%	-4	-1	5	-1	5%	-5%
NC(=O)c1ccccc1NC(=O)Nc1ccccc1Cl	-0.5%	-6	0%	-3	-6	2	-5	-6%	11%
COc1ccccc1N(CC(=O)NCC1CCCO1)C(=O)CNS(=O)(=O)c1ccc(Cl)cc1 (centres undefined)	0.0%	-10	0%	0	0	3	-7	6%	-2%
Cn1c(N)c(C(c2ccccc2)c2c(N)n(C)c(=O)n(C)c2=O)c(=O)n(C)c1=O	1.1%	-3	-3%	-3	-7	4	28	-12%	-6%
CNC[C@H]1Oc2ccc(NC(=O)Nc3ccccc3)cc2CC(=O)N([C@H](C)CO)C[C@H]1C	·	-10	-1%	·	·	·	·	-1%	-2%
CCC(C(=O)OCc1cc(=O)n2nc(CCOC)sc2n1)c1ccccc1 (centres undefined)	-0.1%	0	0%	-7	-1	1	7	-9%	-3%
C=CCN1C(c2cccc(C(F)(F)F)c2)=CS/C1=C(\C#N)c1nnc(N2CCOCC2)n1-c1ccccc1	·	1	-4%	·	·	·	·	3%	-7%
O=C1NC(=Nc2cccnc2)S/C1=C\c1cccc(F)c1	0.4%	0	-9%	-2	1	7	4	-15%	-3%
COC(=O)c1nn(-c2cccc(Cl)c2)ccc1=O	-0.1%	-3	1%	-2	-9	-2	·	-2%	4%
CCOc1ccc(C(C)=O)cc1CSc1nnc(N)s1	2.5%	-5	7%	0	-13	-1	11	6%	-3%
O=C(Nc1cccc(Cl)c1)c1ccc(F)c(S(=O)(=O)NCc2cccs2)c1	-1.7%	1	6%	-10	1	13	-22	-1%	-4%
Cc1ccc(Nc2nnc(SCC(=O)NC3CCCc4ccccc43)s2)cc1 (centres undefined)	-3.0%	-8	0%	3	-5	0	0	-13%	0%
COc1ccc(C(=O)NCC(=O)OCC(=O)NC2CCCCCC2)cc1	·	-4	-1%	·	·	·	·	1%	-3%
Cc1nnc(SC(C)C(=O)Nc2ncc(Cl)cc2Cl)n1Cc1ccccc1 (centres undefined)	-1.4%	-1	2%	-11	9	1	20	15%	-3%
CCOC(=O)c1c(C)[nH]c(C(=O)OCC(=O)Nc2cc(C)ccc2OC)c1C	4.3%	-3	0%	-3	8	2	2	-17%	0%
COc1cc(C=O)ccc1OC(=O)c1ccncc1	-1.0%	0	1%	-2	-4	2	-10	1%	-1%
CC(C)c1nc2sc3c(N4CCCCC4)ncnc3c2c2c1CCCC2	1.3%	-3	2%	-7	-6	0	-3	-4%	-1%
Cn1nnnc1SCc1nnc(-c2ccccc2Br)o1	-0.6%	0	-6%	-2	·	8	6	7%	0%
Cc1c(NC(=O)c2ccc(S(=O)(=O)N3CCOCC3)cc2)cccc1[N+](=O)[O-]	-0.7%	-6	-2%	-4	1	6	-13	2%	5%
NC(=O)c1nnn(-c2nonc2N)c1-c1ccc([N+](=O)[O-])cc1	0.6%	-6	1%	2	2	0	4	-3%	-1%
Cc1ccc(-c2nc(C#N)c(NCc3cccc4c3OCO4)o2)cc1	2.8%	-13	1%	-4	3	1	-1	2%	10%
CCOC(=O)N1C(=O)c2cc(OC)ccc2S1(=O)=O	-1.7%	-9	-3%	0	7	16	81	3%	-4%
COc1ccc(Cl)cc1C(=O)Nc1ccncc1	0.1%	-3	1%	-3	5	0	5	7%	-2%
Cc1ccc(C(=O)NCC(=O)NCC(c2cccs2)N2CCOCC2)cc1 (centres undefined)	3.1%	-2	-2%	-4	3	0	6	-12%	4%
CCOc1ccc(NC(=O)CSc2nccn2C2CCCC2)cc1	1.2%	-10	0%	-3	-7	-2	7	0%	0%
CCn1c(N2CCN(CC(=O)Nc3cccc(C)c3C)CC2)nc2ccccc21	2.0%	-5	-1%	4	1	0	-10	-11%	-5%
C/C(=N\N=C(N)N)c1ccc(Cl)cc1	-0.1%	-16	0%	-4	-25	3	4	-3%	-3%
Cc1oc2cc([N+](=O)[O-])c(O)c([N+](=O)[O-])c2c1C(=O)c1ccc(Br)cc1	4.2%	6	4%	-1	-4	0	-36*	8%	6%
Cc1ccccc1-c1nnc(CN2CCN(C(=O)c3ccco3)CC2)o1	-0.9%	-9	-2%	-2	·	1	-3	-1%	-4%
Cc1oc(-c2cccc3ccccc23)nc1CN1CCN(c2ncnc3ccccc23)CC1	4.0%	-9	5%	0	5	7	1	-7%	-2%
S=C(Nc1ccc(Oc2ccccc2)cc1)NC1CCCCC1	-2.1%	-3	2%	-10	-8	17	-29	-1%	-6%
CC(NC(=O)C1CCCN1S(=O)(=O)c1cccc2cccnc12)c1ccccc1 (centres undefined)	-0.2%	-11	5%	·	-9	2	9	-17%	-4%
Cc1ccc(-c2noc(CNC(=O)COc3ccccc3C)n2)cc1	2.9%	1	-1%	-6	6	3	-7	-5%	-3%
COc1ccc(N(CC(=O)NCCSCc2ccccc2C)S(=O)(=O)c2ccccc2)cc1	-1.5%	-1	2%	8	12	16	5	4%	-4%

Screens (PubChem)
